# Screens as filed in PubChem BioAssay.
# Mdm2-MdmX inh: human Mdm2/MdmX binding inhibition; SaOS-2 split-luciferase Mdm2/MdmX complementation, luminescence; inhibition, % at 8 µM; O15151+Q00987; 3% of 330,000 active;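 active = inhibition of at least 50% at 8 µM in the primary screen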
# CHOP UPR activ: activators of apoptotic arm of unfolded protein response (CHOP); CHO-CHOP luciferase reporter, UPR activation, luminescence; percent of tunicamycin response over DMSO baseline; activation, % at 10 µM; 0.34% of 330,000 active; AID 449763;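 active = at 10 µM dose, activation of 40% or more, normalized to positive control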;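 also: 100% = tunicamycin at 10 µg/mL and 0% = DMSO alone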
#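 System: CHO CHOP reporter cells. Amount: 500 cells per well. Buffer or medium: F12 medium, 10% FBS. Compound dosing: one dose, 10 µM in 0.5% DMSO. Incubation: 6 h compound exposure at 37 °C after overnight seeding. Technique: Steady-Glo luciferase luminescence. Benchmarks: tunicamycin and DMSO controls.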
# CXCR6 block: blocks human CXCR6 beta-arrestin recruitment; O00574; CHO-K1 PathHunter CXCR6 beta-arrestin, luminescence; inhibition, % at 20 µM; 0.36% of 360,000 active; in the data active = inhibition above about 34%, passing the limit was not always enough;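 also: antagonist mode with CXCL16 agonist at 10 nM final; 0% = 10 nM CXCL16 with DMSO and 100% = unstimulated wells without agonist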
# Target sequence (O00574 whole entry, looked up): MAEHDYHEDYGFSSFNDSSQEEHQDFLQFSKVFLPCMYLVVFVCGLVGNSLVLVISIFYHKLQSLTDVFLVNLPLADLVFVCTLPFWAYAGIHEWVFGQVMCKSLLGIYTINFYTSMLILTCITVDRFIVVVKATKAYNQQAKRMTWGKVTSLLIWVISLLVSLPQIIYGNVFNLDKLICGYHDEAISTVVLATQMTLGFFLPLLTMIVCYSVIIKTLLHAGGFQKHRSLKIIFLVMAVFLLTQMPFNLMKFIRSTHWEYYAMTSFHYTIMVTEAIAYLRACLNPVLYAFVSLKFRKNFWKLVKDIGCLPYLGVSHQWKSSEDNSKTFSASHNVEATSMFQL
# CCR6 antag: CCR6 (human) receptor antagonism | P51684 | 0.49% of 340,000 active | inhibition, % at 20 µM | CHO-K1 CCR6 PathHunter beta-arrestin, luminescence, CCL20-stimulated;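 active = compounds whose inhibition of the agonist-driven luminescence signal at 20 µM reaches about 50%, limit read from the data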;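 also: cells stimulated with CCL20 at 14 nM final; plate controls were DMSO with CCL20 for no effect and DMSO without agonist for full effect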
# Target sequence (P51684 whole entry, looked up): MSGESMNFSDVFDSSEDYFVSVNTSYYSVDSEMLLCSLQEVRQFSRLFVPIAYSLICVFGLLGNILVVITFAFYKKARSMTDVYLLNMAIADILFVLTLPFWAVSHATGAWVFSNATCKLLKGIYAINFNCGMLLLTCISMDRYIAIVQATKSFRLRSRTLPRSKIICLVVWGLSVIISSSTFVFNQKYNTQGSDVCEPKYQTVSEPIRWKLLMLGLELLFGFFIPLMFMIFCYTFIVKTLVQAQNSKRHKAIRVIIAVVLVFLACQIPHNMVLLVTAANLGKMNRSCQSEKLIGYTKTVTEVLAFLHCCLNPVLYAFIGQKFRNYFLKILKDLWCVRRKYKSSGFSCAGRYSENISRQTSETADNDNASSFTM
# EBI2 antag: EBI2 (human) antagonism | P32249 | EBI2 beta-arrestin recruitment, luminescence, 7a,25-OHC stimulated | inhibition, % at 5 µM | 0.81% of 360,000 active | AID 651636; in the data active = inhibition above about 38%;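 also: enzyme fragment complementation signal reports receptor beta-arrestin coupling in cells; 0% = agonist plus DMSO wells and 100% = wells without agonist; some results beyond the cut were filed as inactive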
# Target sequence (P32249 whole entry, looked up, the tested form may be a part): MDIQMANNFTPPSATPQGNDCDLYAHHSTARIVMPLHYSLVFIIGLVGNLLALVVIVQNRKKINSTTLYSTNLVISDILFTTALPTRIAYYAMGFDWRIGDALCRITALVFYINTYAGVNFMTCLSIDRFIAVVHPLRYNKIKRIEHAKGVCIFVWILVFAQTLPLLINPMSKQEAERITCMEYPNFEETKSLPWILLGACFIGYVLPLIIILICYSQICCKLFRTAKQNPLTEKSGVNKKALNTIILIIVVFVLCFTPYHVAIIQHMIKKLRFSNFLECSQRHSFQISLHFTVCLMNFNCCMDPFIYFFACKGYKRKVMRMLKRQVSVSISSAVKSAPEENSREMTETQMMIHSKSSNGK
# Gli-Sufu antag: antagonists of Gli-Sufu signaling; 0.74% of 340,000 active; AID 588413; Sufu-KO-LIGHT fibroblasts, Gli luciferase reporter luminescence; inhibition, % at 5 µM;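 active = inhibition above about 55%, limit read from the data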;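 also: 0% = DMSO-treated cells and 100% = wells with medium but no cells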
# UPR XBP1 act: activators of adaptive arm of unfolded protein response (XBP1) | CHO-XBP1 luciferase reporter, IRE1-XBP1 UPR activation, luminescence; percent of tunicamycin response, DMSO as zero | activation, % at 20 µM | 0.33% of 330,000 active | AID 463104;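 active = versus positive control, 20 µM dose yields 30% or more activation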;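 also: 100% = tunicamycin at 10 µg/mL and 0% = DMSO only wells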
#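 Assay system: CHO-XBP1 luciferase reporter cells; Schedule: 6 h treatment, 37 °C; Detection: glow luminescence from Steady-Glo reagent; Benchmarks: high control tunicamycin 10 µg/mL final, low control DMSO vehicle only.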
# 697 NFkB inh: inhibitors of the PMA/ionomycin-induced NF-kB reporter in 697 B cells. 697 B-cell NF-kB luciferase reporter, 16 h. AID 435022. 0.33% of 330,000 active. inhibition, % at 4 µM; in the data active = inhibition above about 35%
# Jurkat NFkB inh: inhibitors of the PMA/ionomycin-induced NF-kB reporter in Jurkat cells; PMA/ionomycin-induced NF-kB luciferase reporter, luminescence; inhibition, % at 4 µM; AID 435003; 0.53% of 330,000 active; in the data active = inhibition above about 50%
# Numbers without * were called inactive; nt = not tested or not shown.
SMILES,Mdm2-MdmX inh,CHOP UPR activ,CXCR6 block,CCR6 antag,EBI2 antag,Gli-Sufu antag,UPR XBP1 act,697 NFkB inh,Jurkat NFkB inh
CN(CC(=O)Nc1ccc(F)cc1)C(=O)c1ccc2ccccc2n1,-2,0.9,-1,2,5,2,8,10,8
O=C(NC1CCCC1)c1ccc(CSCc2ccccc2F)o1,0,-1.0,4,7,10,-6,-1,-27,-21
C=COCCNC(=S)Nc1cccc(Cl)c1,6,-1.4,-3,-10,-4,-3,0,8,11
CCc1ccc(NC(=O)CCc2c(C)nn(-c3ccc(N4CCOCC4)nn3)c2C)cc1,-9,1.8,-3,11,4,-10,-5,-22,-6
S=c1[nH]nc(COc2ccccc2)n1/N=C/c1ccc(Cl)c(Cl)c1,0,-1.2,7,13,0,7,-4,11,-18
Cc1ccc(-n2c(-c3nn(C)cc3Cl)n[nH]c2=S)cc1,19,2.4,-10,6,-8,1,10,5,8
Cc1cc(C)n2nc(C(=O)OCC(=O)c3c[nH]c4ccccc34)nc2n1,-19,-0.3,6,3,-10,-1,1,-23,-7
C[C@H]1CCC(=O)N([C@H](CSc2ccc(Br)cc2)Cc2ccccc2)CC1,20,0.1,37,33,25,4,-3,7,-2
COc1c(OC2OC(C(=O)O)C(O)C(O)C2O)cc(O)c2c(=O)cc(-c3ccccc3)oc12 (stereo not drawn),17,0.4,5,-1,4,-12,0,17,28
Cc1csc(C(=O)O)c1-n1cccc1,6,-0.9,-2,-11,-2,23,0,-26,-2
CCOc1ccc(-c2cc(CCCC(=O)N3CCN(c4ccc(OC)cc4)CC3)no2)cc1,-8,-0.4,2,-1,10,7,-5,2,1
C=CCn1c(SCC(=O)Nc2ncc(Cc3cc(C(F)(F)F)ccc3Cl)s2)nnc1-c1ccncc1,30,0.6,14,-14,2,7,-1,-4,0
CCOC(=O)c1c(-c2ccc(OC)cc2)cn2ccccc12,-15,-1.4,-10,7,-1,20,-1,17,-5
CCOC(=O)C1=C(C)N(C)C(=S)NC1c1cc(OC)ccc1OC (stereo not drawn),7,-1.0,1,16,-4,36,0,-1,-3
O=C(O)c1ccc(-n2[nH]c3c(c2=O)CCCC3)cc1,8,-1.5,-9,7,5,-2,-2,8,19
CCOC(=O)C1CCN(S(=O)(=O)c2cc(Br)cc3c2N(C(C)=O)C(C)C3)CC1 (stereo not drawn),9,-1.3,5,5,-10,-3,0,3,5
CC(C)(C)c1ccc(C(=O)OCC(=O)NC2CC2)cc1,7,-0.5,-5,7,10,2,-4,3,1
O=c1[nH]c2ccc(NC(=S)Nc3ccc(F)cc3)cc2[nH]1,-35,0.3,-2,2,-1,-2,-1,10,-10
CCCS(=O)(=O)c1c(S(=O)(=O)CCC)c2cnccn2c1C(=O)c1ccc(OC)cc1,-27,-1.9,9,-5,4,-4,2,-29,-21
Cc1ccc(Nc2nc(N)c([N+](=O)[O-])c(N3CCOCC3)n2)cc1C,-3,9.9,-2,-9,-18,9,2,7,-4
O=C(COC(=O)/C=C/C(=O)OCC(=O)Nc1ccccc1F)Nc1ccccc1F,32,0.0,16,-3,7,9,-2,8,8
Cn1c2cc(Br)sc2c2cnn(Cc3c(F)cccc3Cl)c(=O)c21,13,1.7,2,8,14,3,-1,9,12
Cc1cccc(-n2c(-c3cccc([N+](=O)[O-])c3)nc3nc4ccccc4nc32)c1,-15,0.2,nt,nt,nt,nt,1,11,4
O=C(NCc1ccncc1)C1CCCCC1,9,0.9,7,6,-16,-5,2,3,-2
CC(C)CNC(=O)C1CCN(c2ccc(S(=O)(=O)N3CCOCC3)cc2[N+](=O)[O-])CC1,3,1.6,-6,11,0,-14,-1,-2,2
CC1(C)Nc2ccccc2C(=O)N1NC(=O)c1ccccc1,20,3.3,-2,10,-9,-31,0,11,1
O=C(O)/C(=C\c1ccc2ccccc2c1)c1cccc2ccccc12,12,-0.8,10,6,10,0,4,2,11
O=C(Cn1nc(C(=O)O)c2ccccc2c1=O)Nc1cccc(S(=O)(=O)N2CCOCC2)c1,2,0.4,9,17,-6,-5,0,16,5
Cn1c(SCC(=O)N2CCN(c3cccc(Cl)c3)CC2)nnc1-c1ccncc1,22,-1.1,-6,-7,0,5,-1,-72,16
COC(=O)Cc1c(-c2[nH]c3ccccc3c2CC(=O)OC)[nH]c2ccccc12,nt,nt,35,86*,27,1,nt,nt,nt
CCCN(CC1CC1)S(=O)(=O)c1ccc(-n2cnnn2)c(OC)c1,-10,-1.4,-4,-2,4,-1,-1,-13,-11
CN1C(=O)c2ccc(S(=O)(=O)c3ccc(C(=O)O)cc3)cc2C1=O,16,-2.1,9,8,-9,2,1,-4,13
COc1cnc(-c2ccccc2)nc1Oc1ccc(C(C)(C)C)cc1,2,-0.7,-6,17,-67,5,0,2,-10
CCCOc1cccc(C2C(C(=O)c3ccco3)=C(O)C(=O)N2CCCn2ccnc2)c1 (stereo not drawn),7,-1.4,5,-2,7,4,-9,14,1
CCOC(=O)c1c(N)n[nH]c1-c1ccccc1,9,-2.3,-3,10,-1,-6,0,-10,-17
Cc1ccc(NC(=O)COC(=O)c2cccc3c(=O)c(C)c(-c4ccccc4)oc23)cc1,-17,1.7,-2,5,-8,10,-1,15,-9
CCCC(CCC(=O)Nc1nccs1)C(=O)O (stereo not drawn),-26,-0.5,1,-11,5,3,-3,6,14
CC(=O)c1cn(CC(=O)Nc2ccc(C)cc2)c2ccccc12,28,1.4,-3,11,-5,-1,-1,-12,21
CC1CN(c2oc(Cc3cccc4ccccc34)nc2C#N)CC(C)O1 (stereo not drawn),9,-1.8,0,21,12,1,-6,-72,-6
Cc1noc(C)c1COc1cccc(C(=O)Oc2ccc3c(c2)OCO3)c1,23,1.9,5,2,7,0,1,9,8

# Quoted at random: five records from the list.
SMILES,Mdm2-MdmX inh,CHOP UPR activ,CXCR6 block,CCR6 antag,EBI2 antag,Gli-Sufu antag,UPR XBP1 act,697 NFkB inh,Jurkat NFkB inh
CCOC(=O)c1c(N)n[nH]c1-c1ccccc1,9,-2.3,-3,10,-1,-6,0,-10,-17
Cn1c2cc(Br)sc2c2cnn(Cc3c(F)cccc3Cl)c(=O)c21,13,1.7,2,8,14,3,-1,9,12
Cn1c(SCC(=O)N2CCN(c3cccc(Cl)c3)CC2)nnc1-c1ccncc1,22,-1.1,-6,-7,0,5,-1,-72,16
O=C(O)/C(=C\c1ccc2ccccc2c1)c1cccc2ccccc12,12,-0.8,10,6,10,0,4,2,11
Cc1cccc(-n2c(-c3cccc([N+](=O)[O-])c3)nc3nc4ccccc4nc32)c1,-15,0.2,nt,nt,nt,nt,1,11,4

# (next part)
SMILES,Mdm2-MdmX inh,CHOP UPR activ,CXCR6 block,CCR6 antag,EBI2 antag,Gli-Sufu antag,UPR XBP1 act,697 NFkB inh,Jurkat NFkB inh
CCCOc1ccc(/C=N/Nc2ccccn2)cc1OC,-132,3.0,1,0,9,34,5,-120,-172
COC(=O)N/N=C/c1c(C)cc(C)cc1C,9,2.6,-2,3,0,-8,-5,15,-7
COC(=O)c1cccc(Cn2c(Cl)c(/C=N/NC(=O)c3ccccc3Cl)sc2=O)c1,5,-1.7,-2,11,22,3,1,13,17
COc1ccc(COC(=O)C2=C(C)NC(=O)NC2c2ccc(F)cc2)cc1 (stereo not drawn),40,-1.7,2,-20,-8,0,-4,-8,6
CN(C)S(=O)(=O)c1ccc(S(=O)(=O)NCc2cccs2)cc1,29,1.0,4,-4,-2,8,-7,8,-15
O=C1CCCN1c1ccc(C(=O)N(Cc2nnc(-c3ccccc3Cl)o2)C2CC2)cc1,-34,3.3,-13,15,-4,-29,3,-23,2
CCCCCCn1c(=O)c(Cc2ccccc2)c(O)c2ccccc21,2,-1.1,-2,6,8,-2,-3,18,-1
Nc1ncnc2c1ncn2[C@@H]1O[C@H](CNCC(O)CO)[C@@H](O)[C@H]1O (stereo partly drawn),5,4.3,4,19,-8,-3,-2,6,nt
COc1ccc2nc3oc(C(=O)Nc4ccc(OC)c(OC)c4)cc3cc2c1,18,-1.9,2,3,-3,-40,-1,-1,-2
CC(NC(=O)COC(=O)c1ccc(OCC2CCCO2)cc1)c1ccccc1Cl (stereo not drawn),7,2.3,2,5,1,-3,-1,0,-2
Cc1ccc(CSc2nn3c(=O)c(C)nnc3s2)cc1,-20,5.0,-2,-1,2,13,2,15,7
N#Cc1ccc(C(c2nnnn2CCc2ccccc2)N2CCCCCC2)cc1 (stereo not drawn),22,-1.9,3,23,50*,13,-3,11,-2
CN(CCOc1ccccc1)C(=O)C1CCC(=O)N(CCN2CCOCC2)C1 (stereo not drawn),-5,-1.4,0,16,-14,-8,-4,-3,-12
Cc1ncc([N+](=O)[O-])n1CCOC(=O)C12CC3CC(CC(C3)C1)C2,16,0.0,7,1,5,15,1,3,9
CCCc1cc(=O)[nH]c(SCC(=O)N(CCOC)c2c(N)n(Cc3ccccc3)c(=O)[nH]c2=O)n1,27,-0.7,-9,-1,-1,-2,-3,-1,3
COc1ccc(NC(=O)c2ccc(COc3ccccc3)o2)c(OC)c1,10,1.4,-2,9,-7,-6,-6,-19,-13
O=C(COC(=O)Cc1c[nH]c2ccccc12)Nc1c(Cl)cccc1C(F)(F)F,8,4.7,3,8,-3,-2,1,-5,-2
Cc1cc(C)c2nc(-c3ccccn3)cc(C(=O)NCc3cc(C)n(C)n3)c2c1,-13,0.5,12,-8,3,1,-3,8,3
Cc1ccc(NCC(=O)c2ccccc2)cc1Cl,8,8.1,49*,73*,23,-27,4,14,-3
CC(=O)c1cccc(N=C2NC(=O)C(CO)(CO)S2)c1,2,-0.4,-5,7,3,-5,-3,7,8
O=C(O)CSc1nnc(C2COc3ccccc3O2)n1-c1ccccc1 (stereo not drawn),9,1.6,0,-6,-11,44,-2,-1,3
O=C(CN1C(=O)c2ccccc2C1=O)OCC(=O)c1ccc(F)cc1,-2,2.0,-18,4,-5,4,2,-15,12
COc1ccc(OC)c(/C=C/C(=O)OCC(=O)NCc2cccs2)c1,-5,-0.6,-7,9,10,-1,1,-4,3
Cc1ccccc1CN(C)CC(=O)Nc1ccccc1Oc1ccccc1,8,0.4,0,18,15,30,0,-8,-19
O=C(CCN1CCc2ccccc2CC1)c1ccc2c(c1)OCCO2,16,15,-15,-1,13,8,-7,-28,-6
O=C(/C=C/c1ccco1)NCC1(c2ccccc2)CCCC1,-18,-0.2,-1,11,-5,-2,-1,-4,11
OCc1cn(-c2ccc(Cl)cc2)nn1,1,0.3,-4,14,1,-6,0,2,-8
Cc1nc(SCCOc2ccccc2F)[nH]c(=O)c1Cc1ccccc1,5,-2.5,0,0,-4,-48,-3,16,-2
CN(CC(=O)N1CCc2ccccc2C1)c1ccccc1,-27,-0.2,15,17,7,-9,0,-28,-37
CCC(C)c1ccccc1NC(=O)c1cccnc1 (stereo not drawn),6,-1.3,11,-5,5,3,1,13,12

# 3 compounds from above, arranged by their value in CCR6 antag, descending.
structure,Mdm2-MdmX inh,CXCR6 block,CCR6 antag,EBI2 antag,UPR XBP1 act,697 NFkB inh,Jurkat NFkB inh
CN(CC(=O)N1CCc2ccccc2C1)c1ccccc1,-27,15,17,7,0,-28,-37
O=C(/C=C/c1ccco1)NCC1(c2ccccc2)CCCC1,-18,-1,11,-5,-1,-4,11
O=C(O)CSc1nnc(C2COc3ccccc3O2)n1-c1ccccc1 (stereo not drawn),9,0,-6,-11,-2,-1,3
